Growth percent in the NCI-60 one-dose screen (48 h, 10 µM unless noted): 100 = growth as untreated, 0 = no growth, -100 = all killed.
SR: SR leukemia cells; hit rate 8.7% among 73,000; AID 1794780
MOLT-4: MOLT-4 leukemia cells; AID 1794779; hit rate 6.9% among 80,000
A549/ATCC: A549/ATCC NSCLC; AID 1794740; hit rate 3.7% among 81,000
HOP-62: HOP-62 NSCLC. hit rate 3.9% among 80,000
CCRF-CEM: CCRF-CEM leukemia; hit rate 7% among 77,000
RPMI-8226: RPMI-8226 leukemia cells | AID 1794781 | hit rate 7.5% among 77,000
EKVX: EKVX NSCLC; hit rate 3% among 71,000; AID 1794765
HOP-92: HOP-92 NSCLC cells | hit rate 6.3% among 71,000
* hit, by the source's call; & = joins results of further samples. Rule for the calls: active = growth percent below 10; inactive = the rest.

CNC(=O)c1cc(-n2ccc3cc(NC(=O)Nc4ccc(Cl)c(Cl)c4)ccc32)ccn1 was read as SR 44, MOLT-4 57, A549/ATCC 65, HOP-62 86, CCRF-CEM 74, EKVX 92 and HOP-92 80.
`O=C1C(c2ccccc2)=C(c2c[nH]c3ccccc23)C(=O)N1O` gave SR 92, MOLT-4 105, A549/ATCC 93, HOP-62 89, CCRF-CEM 95, RPMI-8226 101, EKVX 90 and HOP-92 83.
For CC1C(c2ccccc2)OCCN1C=NC#N (stereo not given) the results were SR 87, MOLT-4 97, A549/ATCC 98, HOP-62 110, CCRF-CEM 106, RPMI-8226 102 and HOP-92 94.
`ClCC1(Cn2cnc3c(Cl)nc(Cl)nc32)COC1` gave SR 86, MOLT-4 88, A549/ATCC 58, HOP-62 103, CCRF-CEM 71, RPMI-8226 88, EKVX 100 and HOP-92 73.
Cc1nc(N)nc(C)c1-c1ccc(C#N)cc1 was read as SR 102, MOLT-4 104, A549/ATCC 110, HOP-62 102, CCRF-CEM 101, RPMI-8226 115, EKVX 80 and HOP-92 94.
Screening Cc1ccc(CSCCC(=O)Nc2cc(C(=O)Nc3cc(C(=O)NCCCN4CCOCC4)n(C)c3)n(C)c2)cc1 returned SR 62, MOLT-4 82, A549/ATCC 101, HOP-62 96, CCRF-CEM 92, RPMI-8226 66, EKVX 99 and HOP-92 55.
For N#Cc1c(-c2ccc(Cl)cc2)nc(N=Nc2c(O)[nH]c3ccc(Cl)cc23)nc1N1CCOCC1 the results were MOLT-4 110, A549/ATCC 102, HOP-62 96, CCRF-CEM 111, RPMI-8226 119, EKVX 86 and HOP-92 89.
For CCCC(C)(CC)C(=O)OCC1CSC(=S)S1 (stereo not given) the results were SR 92, MOLT-4 93, A549/ATCC 111, HOP-62 97, CCRF-CEM 98, RPMI-8226 111 and EKVX 109.
For Nc1nc(Sc2ccccc2)c2cc[nH]c(=O)c2n1 the results were MOLT-4 97, A549/ATCC 105, HOP-62 127, CCRF-CEM 94, RPMI-8226 101 and EKVX 116.
COc1cc(-c2nc(SC(C)C)nc(NC(C)(C)C)c2C#N)cc(OC)c1OC was read as SR 66, MOLT-4 79, A549/ATCC 60, HOP-62 101, CCRF-CEM 88, EKVX 76 and HOP-92 85.
`COc1ccc(-c2nnc(SCC(=O)Nc3ccc(C(=O)/C=C/c4ccc(OC)c(OC)c4)cc3)o2)cc1` gave SR 60, MOLT-4 68, A549/ATCC 78, HOP-62 74, CCRF-CEM 78, RPMI-8226 60, EKVX 90 and HOP-92 81.
O=C(O)c1ccccc1Nc1cccc(C(F)(F)F)c1 was read as SR 74&102, MOLT-4 74&119, A549/ATCC 99, HOP-62 95&96, CCRF-CEM 63&125, RPMI-8226 73&122, EKVX 100&73 and HOP-92 49&93.
`CCCOC(=O)c1ccc(C(=O)OCCC)nc1` gave SR 127, MOLT-4 129, A549/ATCC 115, HOP-62 83, CCRF-CEM 182 and EKVX 109.
Screening COc1ccc2c(c1)C(C)Cc1c(NCc3ccccc3)ncnc1N2C (stereo not given) returned MOLT-4 68, A549/ATCC 94, HOP-62 95, CCRF-CEM 78, RPMI-8226 54, EKVX 75 and HOP-92 88.
`C=C1C(=O)O[C@H]2[C@H]1CC/C(COC(=O)c1ccc(C#N)cc1)=C\CC[C@@]1(C)O[C@@H]21` gave SR -10*, MOLT-4 -29*, A549/ATCC 41, HOP-62 61, CCRF-CEM -26*, RPMI-8226 -36*, EKVX 16 and HOP-92 -36*.
Screening COc1ccccc1-n1c(-c2ccccc2C)cn2c3c(=O)[nH]c(=O)n(C)c3nc12 returned SR 96, MOLT-4 87, A549/ATCC 79, HOP-62 87, CCRF-CEM 117, RPMI-8226 110, EKVX 105 and HOP-92 37.
Screening O=C1/C=C/[C@@H](O)[C@@H]2C[C@@H](O)C[C@H]2/C=C/CCC[C@H](C(F)(F)F)O1 returned SR -5.3*, MOLT-4 -0.3*, A549/ATCC 33, HOP-62 33, CCRF-CEM 1.2*, RPMI-8226 -24*, EKVX 10 and HOP-92 -2.3*.
Cc1cccc2c1O/C(=C\c1ncc([N+](=O)[O-])n1C)C2=O was read as SR 9.3*, MOLT-4 -0.5*, A549/ATCC -26*, HOP-62 -34*, CCRF-CEM 5.2*, RPMI-8226 -13* and HOP-92 -33*.
Screening CCCCCC/C=C\CCCCCCCCOc1ccccc1CCOP(=O)(O)OCC[N+](C)(C)C returned SR 50, MOLT-4 96, A549/ATCC 86, HOP-62 74, RPMI-8226 83, EKVX 98 and HOP-92 84.
Screening CC(=O)OCC(=O)[C@@]1(O)[C@H](OC(C)=O)CC2C3CCC4=CC(=O)C=C[C@]4(C)[C@@]3(F)[C@@H](O)C[C@@]21C (stereo not given in full) returned SR 106, MOLT-4 94, A549/ATCC 71, HOP-62 100, CCRF-CEM 64, RPMI-8226 54 and EKVX 79.
Screening O=C(Nc1nc(-c2ccc(Cl)cc2)cc(-c2ccccc2Cl)n1)c1cccnc1 returned SR 93, MOLT-4 100, A549/ATCC 100, HOP-62 101, CCRF-CEM 99, RPMI-8226 87, EKVX 89 and HOP-92 99.
Screening CC(C)(C)c1ccc(C(=O)Nc2sc3cc(O)ccc3c2C(N)=O)cc1 returned SR 34, A549/ATCC 83, HOP-62 106, CCRF-CEM 50, RPMI-8226 5.1* and EKVX 95.
CC(C)[C@H]1NC(=O)[C@@H](CCCCn2cnnn2)NC(=O)[C@H](Cc2c[nH]c3ccccc23)NC(=O)[C@@H](Cc2ccc(O)cc2)NC(=O)[C@H](NC(=O)[C@@H](N)Cc2ccccc2)CSSC[C@H](C(=O)N[C@@H](Cc2c[nH]c3ccccc23)C(N)=O)NC1=O was read as SR 79, MOLT-4 87, A549/ATCC 112, HOP-62 117, CCRF-CEM 124, RPMI-8226 124, EKVX 101 and HOP-92 116.
Fc1ccc2[nH]cc(-c3nn4cc(-c5ccncc5)nc4s3)c2c1 was read as A549/ATCC 72, HOP-62 81, CCRF-CEM 49, RPMI-8226 54, EKVX 60 and HOP-92 48.
Screening CC(C)CCN1C(=O)CC(NNC(=O)c2cc3ccccc3cc2O)C1=O (stereo not given) returned SR 57, MOLT-4 66, A549/ATCC 94, HOP-62 67, CCRF-CEM 65, RPMI-8226 61, EKVX 92 and HOP-92 71.
`COc1ncc(-c2ccc3ncnc(Nc4cccc(Cl)c4)c3c2)cc1NS(C)(=O)=O` gave SR 51, MOLT-4 -6.3*, A549/ATCC 16, HOP-62 57, CCRF-CEM 32, RPMI-8226 23, EKVX 12 and HOP-92 -15*.
For O=c1c2ccccc2nc2ccc(Cl)nn12 the results were MOLT-4 95, A549/ATCC 114, HOP-62 107, CCRF-CEM 78, RPMI-8226 97, EKVX 110 and HOP-92 99.
COc1ccc(/C=c2\sc(=C(C#N)C#N)[nH]c2=O)cc1 was read as SR 115, MOLT-4 99, A549/ATCC 106, HOP-62 107, CCRF-CEM 99, RPMI-8226 100 and EKVX 93.
For COc1ccc(C(=O)NCCNc2nccc(-c3c(-c4ccc(F)cc4)nc4sccn34)n2)cc1 the results were SR 44, MOLT-4 60, A549/ATCC 34, HOP-62 65, CCRF-CEM 48, RPMI-8226 41 and EKVX 67.
Screening CC(=O)OCCN1CCN(C(C)=O)CC1 returned SR 90, MOLT-4 92, A549/ATCC 107, HOP-62 101, CCRF-CEM 108, RPMI-8226 108, EKVX 107 and HOP-92 103.

Fetched one by one from above:
COc1ccc(/C=c2\sc(=C(C#N)C#N)[nH]c2=O)cc1 was read as SR 115, MOLT-4 99, A549/ATCC 106, HOP-62 107, CCRF-CEM 99, RPMI-8226 100 and EKVX 93.
Screening CC(=O)OCC(=O)[C@@]1(O)[C@H](OC(C)=O)CC2C3CCC4=CC(=O)C=C[C@]4(C)[C@@]3(F)[C@@H](O)C[C@@]21C (stereo not given in full) returned SR 106, MOLT-4 94, A549/ATCC 71, HOP-62 100, CCRF-CEM 64, RPMI-8226 54 and EKVX 79.
`CCCOC(=O)c1ccc(C(=O)OCCC)nc1` gave SR 127, MOLT-4 129, A549/ATCC 115, HOP-62 83, CCRF-CEM 182 and EKVX 109.
For N#Cc1c(-c2ccc(Cl)cc2)nc(N=Nc2c(O)[nH]c3ccc(Cl)cc23)nc1N1CCOCC1 the results were MOLT-4 110, A549/ATCC 102, HOP-62 96, CCRF-CEM 111, RPMI-8226 119, EKVX 86 and HOP-92 89.
`C=C1C(=O)O[C@H]2[C@H]1CC/C(COC(=O)c1ccc(C#N)cc1)=C\CC[C@@]1(C)O[C@@H]21` gave SR -10*, MOLT-4 -29*, A549/ATCC 41, HOP-62 61, CCRF-CEM -26*, RPMI-8226 -36*, EKVX 16 and HOP-92 -36*.
`O=C1C(c2ccccc2)=C(c2c[nH]c3ccccc23)C(=O)N1O` gave SR 92, MOLT-4 105, A549/ATCC 93, HOP-62 89, CCRF-CEM 95, RPMI-8226 101, EKVX 90 and HOP-92 83.

Following part:
`O=C(O)CCCn1c(-c2ccc(Cl)cc2)nc(-c2ccccc2)c1-c1ccccc1` gave SR 86, MOLT-4 91, A549/ATCC 81, HOP-62 87, CCRF-CEM 95, RPMI-8226 86, EKVX 90 and HOP-92 87.
O=c1c2ccccc2[nH]c2ccc(Cl)cc12 was read as SR 106, MOLT-4 99, A549/ATCC 84, HOP-62 106, CCRF-CEM 106, RPMI-8226 87, EKVX 87 and HOP-92 83.
O=C1Nc2ccccc2C1=Nc1ccc2[nH]c3ccccc3c2c1 was read as SR 84, MOLT-4 80, A549/ATCC 101, CCRF-CEM 137, RPMI-8226 117, EKVX 76 and HOP-92 76.
`COC(CCNS(=O)(=O)c1ccc(C)cc1)CC(C)c1ccc2ccccc2c1` (stereo not given) gave SR 87, MOLT-4 87, A549/ATCC 92, HOP-62 106, CCRF-CEM 94, RPMI-8226 84, EKVX 93 and HOP-92 95.
COC(=O)c1cc(C(=O)OC)c(C(=O)OC)cc1C(=O)OC was read as SR 94, MOLT-4 104, A549/ATCC 98, HOP-62 101, CCRF-CEM 97, RPMI-8226 95, EKVX 105 and HOP-92 92.
For Cc1cn(-c2cc(NC(=O)c3ccc(C)c(Nc4nccc(-c5cnccn5)n4)c3)cc(C(F)(F)F)c2)cn1 the results were SR 22, MOLT-4 53, A549/ATCC 62, HOP-62 56, CCRF-CEM 61, RPMI-8226 54, EKVX 107 and HOP-92 89.
`CCc1ccc(-c2cc(/C=N\O)no2)cc1` gave SR 90, MOLT-4 101, A549/ATCC 105, HOP-62 104, CCRF-CEM 111, RPMI-8226 101 and HOP-92 99.
Screening C=C(C)C(OC(C)=O)OC(C)=O returned MOLT-4 104, A549/ATCC 107, HOP-62 103, CCRF-CEM 99, RPMI-8226 107 and EKVX 100.
Screening CC(=O)N1N=C(c2ccc(C)cc2)CC1c1ccc(C)s1 (stereo not given) returned SR 73, MOLT-4 95, A549/ATCC 86, HOP-62 114, CCRF-CEM 88, EKVX 74 and HOP-92 90.
For CCC(C)c1ccc(O)c(C(C)CC)c1 (stereo not given) the results were SR 97, MOLT-4 101, HOP-62 97 and RPMI-8226 92.
`N#C/C(=C\c1ccc(-c2ccc(Cl)cc2Cl)o1)c1ccc(Cl)cc1` gave SR 93, MOLT-4 100, A549/ATCC 110, HOP-62 93, CCRF-CEM 98, RPMI-8226 99 and EKVX 94.
COc1ccc(C(C(N)=O)N2CCCCC2)cc1 (stereo not given) was read as SR 85, MOLT-4 93, A549/ATCC 98, HOP-62 103, CCRF-CEM 94 and RPMI-8226 105.
CCCCC(CC)CNC(=O)/C=C\C(=O)O (stereo not given) was read as SR 90, MOLT-4 88, A549/ATCC 78, HOP-62 93, CCRF-CEM 108, RPMI-8226 97, EKVX 95 and HOP-92 94.
For C[C@]12CCc3nc(Nc4ccc(O)cc4)sc3C1=CC[C@@H]1[C@@H]2CC[C@]2(C)/C(=N/NC(N)=S)CC[C@@H]12 the results were SR -5.3*, MOLT-4 -5.8*, A549/ATCC -27*, HOP-62 -24*, CCRF-CEM -7.5*, RPMI-8226 -16*, EKVX -19* and HOP-92 -19*.
